mIAP act – activators of mouse IAP, primary screen, biochemical, luminescence, uHTS. intestinal alkaline phosphatase [Mus musculus]. muIAP, CDP-Star luminescence, 30 min; hits give high values; 1 = vehicle-only enzyme signal, 0 = enzyme-free wells. activation factor at 10 µM. hit rate 0.24% among 330,000. AID 2805, 2010;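 active = activation factor of at least 2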; note: the source names both 10 and 20 µM as test concentration; values of inactives mirror those of a sister screen read the other way
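System: mouse IAP enzyme. Reagent: CDP-Star chemiluminescent phosphatase substrate. Benchmarks: DMSO wells, no-enzyme wells. Times: 30 min enzyme-substrate-compound incubation at room temperature. Detection: luminescence from enzymatic CDP-Star hydrolysis. Doses: test compounds delivered from DMSO solution.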
hIAP activ – human IAP activators, primary screen, biochemical, luminescence, uHTS; Intestinal-type alkaline phosphatase (Homo sapiens), P09923; purified human IAP, CDP-Star luminescence, 30 min; hits give high values; 1 = vehicle-only enzyme, 0 = enzyme-free background; activation factor at 10 µM; hit rate 0.16% among 330,000;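 active = activation factor of the enzyme at least 2-fold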; note: the source names both 10 and 20 µM as test concentration; values of inactives mirror those of a sister screen read the other way
Target sequence (P09923 whole entry, looked up): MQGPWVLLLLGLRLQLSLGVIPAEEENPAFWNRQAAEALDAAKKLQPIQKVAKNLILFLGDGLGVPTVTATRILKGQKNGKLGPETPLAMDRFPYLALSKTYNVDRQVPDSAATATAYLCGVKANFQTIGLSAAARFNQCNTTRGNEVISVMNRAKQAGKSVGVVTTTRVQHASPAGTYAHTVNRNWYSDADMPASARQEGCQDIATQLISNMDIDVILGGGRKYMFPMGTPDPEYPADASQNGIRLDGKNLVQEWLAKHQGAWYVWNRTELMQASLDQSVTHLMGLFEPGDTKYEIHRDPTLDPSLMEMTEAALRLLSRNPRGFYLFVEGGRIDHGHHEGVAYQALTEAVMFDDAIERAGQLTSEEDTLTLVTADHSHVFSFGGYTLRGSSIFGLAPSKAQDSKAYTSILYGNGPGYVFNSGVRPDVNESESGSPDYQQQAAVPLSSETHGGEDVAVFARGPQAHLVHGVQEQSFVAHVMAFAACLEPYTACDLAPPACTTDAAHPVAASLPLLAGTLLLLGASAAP
A3G deaminase – APOBEC3G DNA deaminase inhibitors, primary screen, biochemical, fluorescence, single-stranded DNA substrate, uHTS | DNA dC->dU-editing enzyme APOBEC-3G (Homo sapiens), Q9HC16 | recombinant A3G, ssDNA deamination FAM/TAMRA fluorescence | inhibition, % at 20 µM | hit rate 0.28% among 330,000;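 active = inhibition of at least 40% at 20 µM, with no more than 30% in the related APOBEC3A deaminase screen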;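 note: plate controls were DMSO wells with A3G for no effect and wells lacking A3G enzyme for full effect; some compounds called inactive have numbers as strong as hits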
Target sequence (Q9HC16 whole entry, looked up): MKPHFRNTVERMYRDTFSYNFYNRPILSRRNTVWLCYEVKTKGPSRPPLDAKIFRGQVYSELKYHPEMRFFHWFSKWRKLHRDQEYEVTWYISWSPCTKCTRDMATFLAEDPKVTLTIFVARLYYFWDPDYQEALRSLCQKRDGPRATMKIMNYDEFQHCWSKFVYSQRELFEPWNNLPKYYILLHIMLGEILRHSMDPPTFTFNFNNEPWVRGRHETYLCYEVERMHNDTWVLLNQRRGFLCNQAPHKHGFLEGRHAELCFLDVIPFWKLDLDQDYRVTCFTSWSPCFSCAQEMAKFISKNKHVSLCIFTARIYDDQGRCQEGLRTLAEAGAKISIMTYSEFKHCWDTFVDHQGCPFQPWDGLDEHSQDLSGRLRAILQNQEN
beta cell repl – inducers of MIN6 beta-cell proliferation, primary screen, ATP luminescence, uHTS. MIN6 cells proliferation, ATPlite luminescence, 48 h; cells starved in 0.2% serum; 100% = growth in 10% serum. proliferation, % at 10 µM. AID 2380, 2010. hit rate 0.29% among 330,000;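 active = compounds whose signal lies at least 3.5 SD above the mean of all wells on their plate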;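 note: 0% = DMSO-treated cells in low-serum medium and 100% = 10% serum control; some compounds called inactive have numbers as strong as hits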
GRIN3A LBD mod – binders of NR3A ligand-binding domain, primary screen, biophysical, differential scanning fluorimetry, uHTS | Tm shift relative to glycine control, % at 25 µM | Glutamate receptor ionotropic, NMDA 3A (GRIN3A) ligand-binding domain | hit rate 2.5% among 340,000 | NR3A LBD differential scanning fluorimetry, Tm shift; 0% = protein alone, 100% = glycine-bound protein | AID 1259313, 2017;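 active = melting temperature shift of at least 10% of the positive control shift, at one fixed dose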
A3A deaminase – APOBEC3A ssDNA deaminase inhibitors, primary screen, selectivity assay for APOBEC3G inhibitor project, biochemical, FAM/TAMRA oligo cleavage fluorescence; inhibition, % at 20 µM; AID 493011, 2011; recombinant A3A, FAM/TAMRA ssDNA deamination fluorescence; hit rate 0.41% among 330,000; DNA dC->dU-editing enzyme APOBEC-3A (Homo sapiens), P31941;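 active = at least 40% inhibition at 20 µM here, with at most 30% in a related deaminase screen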;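 note: plate controls were A3A with DMSO for no effect and wells lacking A3A enzyme for full effect; some results filed as inactive read as strong as hits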
hIAP block – human IAP inhibitors, primary screen, biochemical, luminescence, uHTS; hit rate 0.12% among 330,000; AID 2544, 2010; Intestinal-type alkaline phosphatase (Homo sapiens), P09923; inhibition, % at 10 µM; purified IAP, CDP-Star luminescence, 30 min;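 active = inhibition reaching a set limit with compound at 10 µM in the primary screen, cut at about 35% in these data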;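 note: plate controls were DMSO wells with enzyme for no effect and no-enzyme buffer wells for full effect; values of inactives mirror those of a sister screen read the other way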
mIAP block – inhibitors of mouse IAP, primary screen, biochemical, luminescence, uHTS; hit rate 0.2% among 330,000; intestinal alkaline phosphatase [Mus musculus]; inhibition, % at 10 µM; AID 2806, 2010; purified mouse IAP, CDP-Star luminescence, 30 min;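 active = inhibition of at least 40% at 10 µM in the primary screen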;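 note: plate controls were DMSO with enzyme for no effect and no enzyme wells for full effect; values of inactives mirror those of a sister screen read the other way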
MPTP inh – mitochondrial permeability transition pore inhibitors, primary screen, biochemical, isolated mouse mitochondria, absorbance; inhibition, % at 10 µM; hit rate 1.4% among 360,000; Ca2+ swelling absorbance, 30 min;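 active = inhibition of 50% or more, scaled per plate between neutral and stimulator controls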;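 note: 0% = DMSO wells given calcium and 100% = 1 mM EGTA wells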
Starred values were filed as active, the others as inactive; x = not tested or not shown.

1. CCOc1ccccc1C(=O)N/N=C/c1c[nH]c2ccccc12
2. COc1cccc(CN(C(=O)Cn2nnc(-c3ccccc3F)n2)C(C(=O)NC(C)(C)C)c2ccncc2)c1 (centres undefined)
3. O=C1C2C(c3ccccc3)C=CC(c3ccccc3)C2C(=O)N1c1ccncc1 (centres undefined)
4. COCCN(CC(=O)Nc1cccc(C)c1C)C(=O)c1ccc2c(c1)OCO2
5. Cc1nc2ncnn2c(N2CCN(c3cccc(C(F)(F)F)c3)CC2)c1C
6. O=c1c(C=NCC2CCCO2)c(-c2ccccc2)[nH]n1-c1ccc([N+](=O)[O-])cc1 (centres undefined)
screen / no.	1	2	3	4	5	6
mIAP act	1.2	1	1	0.95	1	0.98
hIAP activ	1.1	1.2	0.97	1	0.95	1
A3G deaminase	-5	-3	5	-10	0	1
beta cell repl	-2	-3	-2	2	-4	0
GRIN3A LBD mod	4	3	-3	0	-1	-2
A3A deaminase	3	-1	4	2	1	2
hIAP block	-12	-20	3	-5	5	-3
mIAP block	-23	0	-4	5	-1	2
MPTP inh	-1.2	-1.2	-1.2	-0.6	7.2	2.5

7. Cc1ccccc1N1CC(C(=O)Nc2nnc(SCCC3OCCO3)s2)CC1=O (centres undefined)
8. O=C1c2ccccc2C(Nc2ccc(Cl)cc2)N1CCN1CCOCC1 (centres undefined)
9. Cc1ccc(N2CC(C(=O)Nc3cc(C)on3)CC2=O)cc1 (centres undefined)
10. CCOC(=O)c1c(NC(=O)COC(=O)Cc2ccccc2[N+](=O)[O-])sc(C(=O)N(C)C)c1C
11. COc1ccc(S(=O)(=O)N2CCOC23CCN(S(=O)(=O)c2c(C)cc(C)cc2C)CC3)cc1
12. CCc1nc2ccc(C(=O)N3CCN(c4cccc(C)c4C)CC3)cc2nc1CC
screen / no.	7	8	9	10	11	12
mIAP act	0.87	0.98	1.1	0.93	0.92	1
hIAP activ	0.82	0.91	0.9	1.2	0.91	1
A3G deaminase	0	1	-2	2	2	-3
beta cell repl	0	4	1	4	-5	-4
GRIN3A LBD mod	-2	5	x	-1	-4	-2
A3A deaminase	0	-5	-3	4	4	0
hIAP block	18	9	10	-15	9	-4
mIAP block	13	2	-8	7	8	-1
MPTP inh	-2.6	-2.5	0.0	2.3	-0.7	-0.4

13. COc1ccc(CNC(=O)C(=O)NCC2OCCN2S(=O)(=O)c2ccccc2)cc1 (centres undefined)
14. CSCCC1NC(=O)N(CC(=O)N2CCc3ccccc3C2)C1=O (centres undefined)
15. CCOC(=O)C1CCN(C(=O)COc2ccc(N(C)S(=O)(=O)c3ccc(OCC)cc3)cc2)CC1
16. COc1ccc(-c2csc(NC(=O)CSc3nnnn3C)n2)c(OC)c1
17. CC(OC(=O)CCC1CCCCC1)C(=O)Nc1ccc(S(N)(=O)=O)cc1 (centres undefined)
18. O=C(COc1ccc(Br)cc1)NCC1COc2ccccc2O1 (centres undefined)
screen / no.	13	14	15	16	17	18
mIAP act	1	0.98	1	0.97	1.1	1.1
hIAP activ	0.87	0.8	1	1.2	1.1	1.1
A3G deaminase	12	-6	1	1	-7	-2
beta cell repl	-1	0	-4	-2	1	-3
GRIN3A LBD mod	-1	1	1	-1	-4	3
A3A deaminase	-1	-6	7	-5	15	-3
hIAP block	13	20	-3	-21	-13	-6
mIAP block	-3	2	-4	3	-9	-9
MPTP inh	1.5	-0.4	2.9	-0.5	0.5	-1.5

19. CCN(CC(=O)Nc1ccccc1C(=O)NC1CC1)Cc1cccs1
20. COC(=O)c1cc(C(=O)NC(C)C2CC3CCC2C3)cc([N+](=O)[O-])c1 (centres undefined)
21. S=C(NC1CCCCC1)N1CCN(Cc2ccccc2Cl)CC1
22. COC(=O)c1ccc(N=CC2=C(O)CC(c3ccccc3)CC2=O)cc1 (centres undefined)
23. Cc1ccc(C(=O)NC(N2CCCC2)C(Cl)(Cl)Cl)cc1 (centres undefined)
24. CCc1nnc(NC(=O)c2ccc(S(=O)(=O)N(C)Cc3ccccc3)cc2)o1
screen / no.	19	20	21	22	23	24
mIAP act	0.95	0.87	1	1.1	1.1	0.92
hIAP activ	0.94	0.99	0.99	1.2	1.1	1.2
A3G deaminase	-9	-8	-7	-3	-6	-3
beta cell repl	2	0	-3	-4	-4	-5
GRIN3A LBD mod	3	-5	-9	0	-3	-5
A3A deaminase	0	-4	-2	1	-1	5
hIAP block	6	1	1	-17	-6	-21
mIAP block	5	13	-5	-6	-5	8
MPTP inh	-0.2	1.7	-0.4	1.7	0.6	-2.3

25. CC(C)c1nnc(NC(=O)C2CCCN2C(=O)Nc2ccccc2F)s1 (centres undefined)
26. O=C(C(Cc1ccccc1)N1C(=O)c2ccccc2C1=O)N1CCc2ccccc21 (centres undefined)
27. COC(=O)CCC/C=C1/SCC(NC(=O)c2ccccc2)/C1=N/O (centres undefined)
28. CCC(=O)Nc1cc(C(=O)OC(C(=O)c2ccc(C)c(C)c2)c2ccccc2)ccc1C (centres undefined)
29. Cc1ccccc1N1C(=O)C2ON(c3ccccc3)C(c3ccco3)C2C1=O (centres undefined)
30. O=C(NCCN1C(=O)S/C(=C\c2cccs2)C1=O)c1ccc(=O)[nH]c1
screen / no.	25	26	27	28	29	30
mIAP act	0.96	1	1	0.99	1	0.96
hIAP activ	0.99	0.96	0.91	0.93	1	0.93
A3G deaminase	-10	-2	-3	-3	5	-1
beta cell repl	-3	5	2	-2	-3	0
GRIN3A LBD mod	0	-1	-4	2	2	x
A3A deaminase	0	-5	-4	2	9	0
hIAP block	1	4	9	7	-5	7
mIAP block	4	0	0	1	-1	4
MPTP inh	-0.8	4.3	-2.5	5.5	1.4	x

Single records, from the list above:
O=C(C(Cc1ccccc1)N1C(=O)c2ccccc2C1=O)N1CCc2ccccc21 (centres undefined) in the list: mIAP act: 1; hIAP activ: 0.96; A3G deaminase: -2; beta cell repl: 5; GRIN3A LBD mod: -1; A3A deaminase: -5; hIAP block: 4; mIAP block: 0; MPTP inh: 4.3
CC(C)c1nnc(NC(=O)C2CCCN2C(=O)Nc2ccccc2F)s1 (centres undefined) in the list: mIAP act: 0.96; hIAP activ: 0.99; A3G deaminase: -10; beta cell repl: -3; GRIN3A LBD mod: 0; A3A deaminase: 0; hIAP block: 1; mIAP block: 4; MPTP inh: -0.8
O=C(NCCN1C(=O)S/C(=C\c2cccs2)C1=O)c1ccc(=O)[nH]c1 in the list: mIAP act: 0.96; hIAP activ: 0.93; A3G deaminase: -1; beta cell repl: 0; GRIN3A LBD mod: x; A3A deaminase: 0; hIAP block: 7; mIAP block: 4; MPTP inh: x

Next part:
31. O=C(CSc1nnc(Cn2nnc3ccccc32)o1)Nc1cccc(Cl)c1
32. COc1ccc(OC)c(NC(=O)CSc2ccc3ccccc3c2)c1
33. Cc1cc(NCCO)c2ccccc2n1
34. CCn1c(SCC(=O)Nc2ccccc2C)nnc1-c1ccccc1O
35. Cc1nc2nc[nH]n2c(=O)c1NC(=O)c1cccc(OCC(C)C)c1
36. CO/N=C/C(=N\Nc1ccc(OC)cc1)C(=O)c1ccc(F)cc1
screen / no.	31	32	33	34	35	36
mIAP act	0.89	1	0.94	1.1	1	0.91
hIAP activ	0.97	1	1.1	1	0.91	0.81
A3G deaminase	-5	-6	-3	-7	-5	0
beta cell repl	1	-4	1	-1	-2	3
GRIN3A LBD mod	-11	-8	-1	-1	0	-7
A3A deaminase	-1	-1	1	-9	-2	1
hIAP block	3	-2	-11	0	9	19
mIAP block	11	-3	6	-6	-4	9
MPTP inh	0.2	-0.3	1.1	-0.8	-2.0	1.7

37. CC1(C)C2CCC1(C(=O)O)c1nc3ccccc3nc12 (centres undefined)
38. O=C(Nc1ccc([N+](=O)[O-])cc1)C1CC12CCC2 (centres undefined)
39. COc1ccccc1-c1nnc(NC(=O)c2ccc(S(=O)(=O)N(C)CC3CCCO3)cc2)o1 (centres undefined)
40. CCCC(=O)Nc1ccc(Sc2ccc([N+](=O)[O-])cc2)cc1
41. Cc1c(CN2CCCC(C(=O)c3cccc(Cl)c3)C2)c(=O)n(-c2ccccc2)n1C (centres undefined)
42. Cn1nnc(NC(=O)CSc2nnnn2-c2ccc(F)cc2)n1
screen / no.	37	38	39	40	41	42
mIAP act	0.95	0.97	1	0.93	1	0.92
hIAP activ	0.9	1	1.1	0.9	1	0.86
A3G deaminase	-6	-4	1	-6	-1	-6
beta cell repl	-4	0	0	-4	-4	-3
GRIN3A LBD mod	1	-4	-2	-2	-1	-2
A3A deaminase	-4	1	1	-3	3	-1
hIAP block	10	-4	-10	10	-5	14
mIAP block	5	3	-1	7	0	8
MPTP inh	-1.0	17	-0.2	7.9	-0.9	-0.8

43. CCCN1CCN(CCCNC(=O)C2CCCN(c3nnc(-n4cccc4)s3)C2)CC1 (centres undefined)
44. COc1ccccc1CC(=O)Nc1ccccc1O
45. CC1CCN(C(=O)C2CC(c3ccc(F)cc3)=NO2)CC1 (centres undefined)
46. CC(=O)Cn1nnc2sc3c(c2c1=O)CCC(C(C)(C)C)C3 (centres undefined)
47. CC(=O)NC(CC(C)C)C(=O)NC(=O)NCc1ccccc1 (centres undefined)
48. COc1ccc(-c2c(C)oc3c(CN4CCN(C)CC4)c(O)ccc3c2=O)cc1
screen / no.	43	44	45	46	47	48
mIAP act	0.96	0.97	1	0.87	0.99	1.1
hIAP activ	1.2	1	0.76	0.89	0.8	1
A3G deaminase	-2	-8	1	-4	-3	-11
beta cell repl	-1	-2	-2	-1	-2	-2
GRIN3A LBD mod	2	5	3	1	0	-1
A3A deaminase	9	0	1	4	1	-5
hIAP block	-21	-2	24	11	20	0
mIAP block	4	3	0	13	1	-15
MPTP inh	0.2	-3.6	-1.3	-0.2	12	-0.5

49. CCOc1ccccc1C(=O)OCC(=O)Nc1ccc(OC(F)F)cc1
50. CCNc1nc(NC(C)C)nc(NC(C)(C)C)n1
51. CCOC(=O)c1sc(=S)n(CC)c1NC(=O)c1ccccc1C
52. COc1ccccc1-c1c(C)nn2c(N)c(-c3ccccc3)cnc12
53. COc1cccc(C(=O)COc2ccc(NC(=O)c3cccs3)cc2)c1
screen / no.	49	50	51	52	53
mIAP act	0.96	1.1	0.92	1	1
hIAP activ	1	0.97	1.1	1.1	1.3
A3G deaminase	-5	-3	-7	2	-6
beta cell repl	-3	0	-1	-2	-3
GRIN3A LBD mod	-2	-1	0	0	2
A3A deaminase	1	-8	-4	1	-6
hIAP block	0	3	-12	-14	-26
mIAP block	4	-14	8	-2	0
MPTP inh	0.8	-2.3	5.3	0.4	-0.1

High-throughput results as filed in PubChem BioAssay.
